# GSTO1 counter = GSTO1 inhibition, counter-screen for RBBP9 inhibitors. P78417. recombinant GSTO1, activity-based probe fluorescence polarization. inhibition, % at 5.96 µM. 1.1% of 300,000 active. AID 1974;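 active means inhibition above the campaign mean inhibition plus 3 SD, cut at about 35% in these data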;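 further: 0% = GSTO1-1 with DMSO and 100% = wells lacking GSTO1-1 enzyme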
# PAFAH2 FP inh = PAFAH2 (human) inhibition | inhibition, % at 3.39 µM | Q99487 | AID 492956 | recombinant PAFAH2, FP-rhodamine activity probe, fluorescence polarization | 0.99% of 340,000 active;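 active means inhibition above the mean over all tested compounds plus 3 SD, cut at about 30% in these data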;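 further: inhibitors block probe labeling of enzyme so polarization drops; 0% = enzyme with DMSO and 100% = wells lacking PAFAH2 protein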
# PAD4 FP inh = PAD4 (human) enzyme inhibition; inhibition, % at 6.36 µM; 0.41% of 330,000 active; recombinant PAD4, RCA probe fluorescence polarization; AID 485272;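 active means percent inhibition above a cutoff equal to the mean of all tested compounds plus 3 SD, cut at about 15% in these data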;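 further: 0% = PAD4 with RCA probe and DMSO and 100% = probe without PAD4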
# Target sequence (Q9UM07 whole entry, looked up): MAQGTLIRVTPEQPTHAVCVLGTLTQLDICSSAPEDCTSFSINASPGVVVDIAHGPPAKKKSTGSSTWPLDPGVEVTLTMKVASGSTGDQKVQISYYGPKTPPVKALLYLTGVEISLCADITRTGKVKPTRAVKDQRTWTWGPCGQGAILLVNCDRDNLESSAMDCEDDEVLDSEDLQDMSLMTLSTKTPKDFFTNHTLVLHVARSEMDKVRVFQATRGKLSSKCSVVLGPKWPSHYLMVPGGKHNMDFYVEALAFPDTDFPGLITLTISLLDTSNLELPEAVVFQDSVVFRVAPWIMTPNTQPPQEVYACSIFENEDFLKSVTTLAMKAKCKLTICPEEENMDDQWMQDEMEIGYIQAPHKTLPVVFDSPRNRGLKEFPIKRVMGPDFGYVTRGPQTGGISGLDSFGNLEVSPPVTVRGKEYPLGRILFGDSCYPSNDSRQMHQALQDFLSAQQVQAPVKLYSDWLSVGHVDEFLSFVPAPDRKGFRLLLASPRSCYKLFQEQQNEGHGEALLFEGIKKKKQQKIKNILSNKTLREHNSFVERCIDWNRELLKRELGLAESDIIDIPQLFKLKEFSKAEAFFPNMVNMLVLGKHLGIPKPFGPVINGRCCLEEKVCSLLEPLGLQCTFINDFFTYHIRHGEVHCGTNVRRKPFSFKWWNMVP
# pPAFAH inh = pPAFAH (human) enzyme inhibition. inhibition, % at 3.39 µM. recombinant pPAFAH, FP-rhodamine probe fluorescence polarization. AID 463082. Q13093. 1.5% of 330,000 active;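 active means inhibition above the mean inhibition across the screen plus 3 SD, cut at about 25% in these data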;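 further: inhibitors block binding of the rhodamine activity-based probe so polarization drops; 0% = enzyme with DMSO and 100% = wells lacking pPAFAH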
# LYPLA1 inh = blocks human lysophospholipase 1, a PME1 counter-screen. 0.16% of 320,000 active. inhibition, % at 5.9 µM. recombinant LYPLA1, FP-Rh probe fluorescence polarization;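 active means inhibition above the mean of all tested compounds plus 3 SD, set per campaign, cut at about 14% in these data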;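 further: inhibitors block serine hydrolase probe labeling of LYPLA1 so polarization falls; 0% = enzyme with DMSO and 100% = wells lacking LYPLA1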
# PAFAH1B2 inh = blocks human PAF acetylhydrolase 1b catalytic subunit 2 | recombinant PAFAH1B2, FP-rhodamine activity probe, fluorescence polarization | inhibition, % at 3.39 µM | 1.2% of 340,000 active | AID 492953;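 active means inhibition above the mean of all tested compounds plus 3 SD, cut at about 24% in these data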;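 further: 0% = enzyme with DMSO and 100% = wells lacking PAFAH1B2; many of its hits are not listed in these tables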
# PAFAH1B3 FP inh = inhibitors of human PAFAH1B3 | recombinant PAFAH1B3, FP-rhodamine probe, fluorescence polarization | Q15102 | 0.28% of 340,000 active | inhibition, % at 3.39 µM;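 active means inhibition above the screen-wide average of all tested compounds plus 3 SD, cut at about 25% in these data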;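 further: 0% = enzyme with DMSO only and 100% = wells lacking PAFAH1B3 protein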
# Target sequence (Q15102 whole entry, looked up): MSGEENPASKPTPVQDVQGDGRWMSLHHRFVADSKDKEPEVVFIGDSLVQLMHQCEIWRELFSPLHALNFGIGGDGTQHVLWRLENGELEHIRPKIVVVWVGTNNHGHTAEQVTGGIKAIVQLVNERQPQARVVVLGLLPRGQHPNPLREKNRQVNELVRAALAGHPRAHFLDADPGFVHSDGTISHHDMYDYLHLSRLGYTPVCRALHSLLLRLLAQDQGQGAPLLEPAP
# PME-1 inh = blocks human protein phosphatase methylesterase 1. Q9Y570. recombinant PME-1, FP-Rh probe fluorescence polarization. inhibition, % at 5.9 µM. 0.53% of 320,000 active. AID 2130;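 active means inhibition above the campaign mean of all compounds plus 3 SD, cut at about 26% in these data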;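 further: competitive labeling of PME-1 active site by serine hydrolase directed probe; 0% = PME-1 with DMSO and 100% = wells lacking PME-1 enzyme; inhibitors block probe labeling so polarization falls and inhibition rises; many of its hits are not listed in these tables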
# Fam108B inh = counter-screen for RBBP9 inhibitors: inhibitors of mouse Fam108B; recombinant Fam108B, FP-Rh probe fluorescence polarization; inhibition, % at 9.51 µM; 0.33% of 300,000 active; AID 1947;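 active means inhibition above the screen mean inhibition plus 3 SD, computed separately per campaign, cut at about 18% in these data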;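 further: inhibitors lower polarization as less probe binds the enzyme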
# Numbers without * were called inactive; · = not tested or not shown.
1: CNc1nc(C)c(C(C)=O)cc1C#N
2: Cc1cc(N)n2nc(-c3ccc(C(C)(C)C)cc3)cc2n1
3: COc1ccc(N2CCN(Cc3cc(=O)c(OCC(=O)Nc4ccccc4)co3)CC2)cc1
4: O=C(COC(=O)c1nc(Cl)ccc1Cl)NC(=O)c1ccccc1
5: O=C1Nc2ccccc2C12OCCCCO2
6: Cc1ccc2nc3sc(C(=O)NCc4ccco4)c(N)c3cc2c1
Compound	1	2	3	4	5	6
GSTO1 counter	-4	-1	4	-2	3	-6
PAFAH2 FP inh	2	-7	0	5	8	3
PAD4 FP inh	-6	-3	0	-4	-1	-7
pPAFAH inh	-10	14	10	9	-1	17
LYPLA1 inh	1	0	5	-1	-2	-5
PAFAH1B2 inh	1	14	7	1	-1	0
PAFAH1B3 FP inh	-8	-11	1	6	3	2
PME-1 inh	-8	-6	-3	-6	-6	-2
Fam108B inh	0	2	1	3	1	-3

# Single records, as listed above. Screens in order: GSTO1 counter	PAFAH2 FP inh	PAD4 FP inh	pPAFAH inh	LYPLA1 inh	PAFAH1B2 inh	PAFAH1B3 FP inh	PME-1 inh	Fam108B inh
# Results for O=C1Nc2ccccc2C12OCCCCO2 → 3	8	-1	-1	-2	-1	3	-6	1
# Results for Cc1ccc2nc3sc(C(=O)NCc4ccco4)c(N)c3cc2c1 → -6	3	-7	17	-5	0	2	-2	-3
# Results for Cc1cc(N)n2nc(-c3ccc(C(C)(C)C)cc3)cc2n1 → -1	-7	-3	14	0	14	-11	-6	2
# Results for CNc1nc(C)c(C(C)=O)cc1C#N → -4	2	-6	-10	1	1	-8	-8	0
# Results for O=C(COC(=O)c1nc(Cl)ccc1Cl)NC(=O)c1ccccc1 → -2	5	-4	9	-1	1	6	-6	3

# Next section
7: COc1cccc(C2CC(=O)N3CN(c4cccc(Cl)c4C)CSC3=C2C#N)c1OC (centres undefined)
8: Cn1c(CCNC(=O)c2ccco2)nc2cc(NC(=O)c3ccccc3)ccc21
9: Cc1cc(C)cc(NC(=O)CCn2c(=O)c3cccn3c3ccccc32)c1
10: Cc1ccccc1C(=O)NC(=S)Nc1ccc(S(=O)(=O)N2CCOCC2)cc1
11: O=C(O)/C=C/c1coc2ccc(F)cc2c1=O
12: O=C1NC(=O)/C(=C/c2ccccc2Cl)N1
Compound	7	8	9	10	11	12
GSTO1 counter	2	3	1	-1	4	-3
PAFAH2 FP inh	-9	-1	3	0	-3	5
PAD4 FP inh	2	2	1	-2	-3	-2
pPAFAH inh	3	2	0	6	6	0
LYPLA1 inh	3	-2	-4	2	-1	-4
PAFAH1B2 inh	-1	2	4	0	1	4
PAFAH1B3 FP inh	-5	-1	4	-2	7	0
PME-1 inh	-3	-1	-2	7	-1	-4
Fam108B inh	2	3	-2	3	3	-4

13: C=CCC1NS(=O)(=O)OCC1C(C)C (centres undefined)
14: COc1cc(-c2ccc(NC(=O)NC3CC3)c(OC)c2)ccc1NC(=O)NC1CC1
15: CC1C=CCC2C(=O)N(c3cccc(C(=O)NCc4ccccc4)c3)C(=O)C12 (centres undefined)
16: Cc1cc(C(=O)COC(=O)C2=NN(c3ccccc3)C(=O)CC2)c(C)n1CC(F)(F)F
17: COc1cc2c(cc1OC)C(=O)N1[C@H]3c4ccccc4OC[C@@H]3[C@H](c3ccccc3)[C@]1(C)C(=O)N2
18: O=C(O)CC1=C(O)C(=O)N(c2ccccc2)C1c1ccc(Cl)cc1 (centres undefined)
Compound	13	14	15	16	17	18
GSTO1 counter	7	2	9	2	2	3
PAFAH2 FP inh	3	·	10	4	4	2
PAD4 FP inh	3	-1	-8	-2	3	0
pPAFAH inh	7	-2	5	11	20	3
LYPLA1 inh	-4	-1	1	1	-2	-1
PAFAH1B2 inh	1	·	5	4	3	20
PAFAH1B3 FP inh	7	·	6	2	1	9
PME-1 inh	-1	2	10	-6	-2	2
Fam108B inh	5	3	3	-6	-1	5

19: CC(C)CN(C(=O)COC(=O)c1ccccn1)c1c(N)n(Cc2ccccc2)c(=O)[nH]c1=O
20: Cc1cc(C(=O)N2CCCC(N3CCN(c4cccc(C(F)(F)F)c4)CC3)C2)no1 (centres undefined)
21: O=C(O)c1c(Cl)nc2ccccn12
22: CCCN1C(=O)/C(=C2\SC(N3CCCCC3)=NC2=O)c2ccccc21
23: COC(=O)c1ccc2c(c1)NC1=C(C(=O)CC(C)(C)C1)C(c1ccncc1)N2 (centres undefined)
24: O=C(c1csc2c1CCCC2)N1CCN(c2ccc(F)cc2)CC1
Compound	19	20	21	22	23	24
GSTO1 counter	6	-4	5	-3	4	-5
PAFAH2 FP inh	2	-4	-3	10	-1	6
PAD4 FP inh	3	-1	2	0	1	-4
pPAFAH inh	2	5	0	4	7	0
LYPLA1 inh	3	0	3	2	-5	-5
PAFAH1B2 inh	4	0	9	5	3	2
PAFAH1B3 FP inh	8	4	-5	6	2	-3
PME-1 inh	1	-2	-1	4	2	4
Fam108B inh	-3	4	1	3	6	-1

25: COc1ccccc1NC(=O)C(C)OC(=O)c1cccc(-n2cnnn2)c1 (centres undefined)
26: CCCCn1c(-c2nn(C)c(C)c2Cl)n[nH]c1=S
27: Cn1c(=O)cc(SCC(=O)N2CCN(c3ccccn3)CC2)c2ccccc21
28: Cc1nc(-c2ccccc2)sc1C1(C)CC(c2cccc([N+](=O)[O-])c2)=NO1 (centres undefined)
29: O=C(COC(=O)CCc1nc2ccccc2s1)NCc1ccco1
30: CCC(=O)N/N=C/c1ccc(OS(=O)(=O)c2ccccc2)cc1
Compound	25	26	27	28	29	30
GSTO1 counter	-11	15	-4	-3	-5	3
PAFAH2 FP inh	3	2	0	0	2	-4
PAD4 FP inh	-4	4	2	-3	0	-4
pPAFAH inh	1	2	7	-1	12	1
LYPLA1 inh	0	3	-2	-4	-1	-4
PAFAH1B2 inh	-1	2	0	-3	1	4
PAFAH1B3 FP inh	6	10	0	-1	3	1
PME-1 inh	4	2	3	1	8	0
Fam108B inh	-2	-3	0	5	0	-3

31: O=S(=O)(c1cccc2cccnc12)N1CCCc2ccccc21
32: COc1ccc([C@@H]2CC=C(C(=O)O)CN2S(=O)(=O)c2ccc(C)cc2)cc1OC
33: Cc1ccc(C(=O)N/C(=C\c2cn(S(=O)(=O)N(C)C)c3ccccc23)C(=O)N2CCCC2)cc1
34: CCOc1ccccc1C(=O)NC(C(=O)NCc1ccccc1OC)C(C)C (centres undefined)
35: NC(=O)N/N=C/c1cn(-c2ccccc2)nc1-c1ccccc1
36: COc1ccc(-c2nc(CSCC(=O)NC3CCCC3)c(C)o2)cc1OC
Compound	31	32	33	34	35	36
GSTO1 counter	7	-2	-8	3	0	6
PAFAH2 FP inh	6	5	-7	2	2	3
PAD4 FP inh	4	-4	1	-5	5	-7
pPAFAH inh	4	-5	8	7	0	1
LYPLA1 inh	-2	1	-3	-1	-3	2
PAFAH1B2 inh	6	2	1	1	-2	-2
PAFAH1B3 FP inh	-4	12	0	3	7	-1
PME-1 inh	0	-7	0	1	-5	-1
Fam108B inh	2	5	-2	-4	-7	6

37: Clc1cccc(CSc2nnc([C@@H]3CCCN3)o2)c1
38: CNS(=O)(=O)c1cc(NC(=O)c2cnc(SC)n2-c2ccccc2)ccc1C
39: CC1(C)C(=O)OC(c2cccn2-c2cccc([N+](=O)[O-])c2)C2(CCCCC2)C1=O (centres undefined)
40: COc1ccccc1C(=O)NCCC(=O)NC(C)CCc1ccccc1 (centres undefined)
41: O=C(NCc1ccco1)C1CCCN1C(=O)Nc1cccc(Cl)c1 (centres undefined)
42: Cc1ccc(NC(=O)Cc2n[nH]c(=O)c3ccccc23)cc1S(=O)(=O)N1CCCCCC1
Compound	37	38	39	40	41	42
GSTO1 counter	6	-4	5	3	5	·
PAFAH2 FP inh	8	-4	·	-8	-2	-4
PAD4 FP inh	-2	0	0	-8	1	-4
pPAFAH inh	3	-2	6	-3	2	0
LYPLA1 inh	-1	-1	4	1	0	-6
PAFAH1B2 inh	7	6	·	3	3	-3
PAFAH1B3 FP inh	-2	2	·	-3	-2	0
PME-1 inh	-5	5	-5	-8	1	-4
Fam108B inh	-2	1	-3	4	3	·

43: COc1ccc(C2CN=NC23CCCc2ccccc2C3=O)cc1 (centres undefined)
44: CCCCc1ccc(N2C(=O)[C@@H]3C(CC(N)=O)NC4(C(=O)Nc5ccc(F)cc54)[C@@H]3C2=O)cc1 (some centres undefined)
45: NC(=O)[C@@H]1CC2(CC(c3cccc(NC(=O)COc4ccc(Cl)cc4)c3)=NO2)CN1C(=O)COc1ccc(Cl)cc1 (some centres undefined)
46: C[C@@H]1COC(=O)[C@@H](Cc2ccc(F)cc2)CC/C=C\C[C@@H](CC(=O)NCCO)C(=O)N1
47: Cc1ccc(OCC(=O)NCc2ccccn2)cc1
48: Nc1ccc(Sc2cc(Cl)nc(N)n2)cc1
Compound	43	44	45	46	47	48
GSTO1 counter	2	6	-13	·	5	-3
PAFAH2 FP inh	-5	1	-41	3	-7	·
PAD4 FP inh	5	4	7	-2	0	-13
pPAFAH inh	3	7	-9	3	2	-10
LYPLA1 inh	-3	3	-36	·	-1	-7
PAFAH1B2 inh	2	0	-10	6	7	·
PAFAH1B3 FP inh	10	0	-17	8	15	·
PME-1 inh	3	2	-37	·	-2	-6
Fam108B inh	-1	-4	-26	·	-3	-6

49: Cc1cc(C)c(NC(=S)NC(CO)(CO)CO)c(C)c1
50: CNc1ccc(OC)cc1-n1cnc(-c2ccc([N+](=O)[O-])cc2)c1
51: O=C(O)CCn1c(=O)c2ccccc2c2ccccc2c1=O
52: Cc1ccc2c(C)ccc(O)c2n1
53: Cc1noc(C)c1S(=O)(=O)N(C)C[C@H]1Oc2ccc(NC(=O)C3CCCCC3)cc2C(=O)N([C@H](C)CO)C[C@@H]1C
54: COc1ccc(N=Cc2ccc[nH]2)cc1
Compound	49	50	51	52	53	54
GSTO1 counter	-1	0	-1	1	·	2
PAFAH2 FP inh	0	1	-9	4	9	-2
PAD4 FP inh	-1	-11	-7	0	-2	0
pPAFAH inh	1	2	1	2	3	3
LYPLA1 inh	2	4	1	0	·	2
PAFAH1B2 inh	2	4	2	2	9	-3
PAFAH1B3 FP inh	-8	11	3	-3	8	-2
PME-1 inh	1	3	1	5	·	-8
Fam108B inh	2	-9	0	-4	·	1

55: CCC1SC2=NC(C)=C(C(=O)OCCOC)C(/C=C/c3ccccc3OC)N2C1=O (centres undefined)
56: COc1ccccc1NC(=S)N1CCN(Cc2ccc3c(c2)OCO3)CC1
57: CCOc1cc(N2CCOCC2)c(OCC)cc1NC(=O)Cc1ccc(OC)c(OC)c1
58: Cc1cc(Nc2ccccc2)nc(N2CCN(C(=O)c3ccc4c(c3)OCO4)CC2)n1
59: CCCN(CC(=O)Nc1cc(Cl)ccc1Cl)C(=O)c1ccccc1SCC(=O)N1CCCC1
60: CCN(CC)S(=O)(=O)c1ccc(C)c(NC(=O)COC(=O)[C@@H]2CCCN2C(=O)c2cccs2)c1
61: Cc1ccc2c(c1)C(=NC1CCCCC1)c1cc3ccccc3nc1-2
Compound	55	56	57	58	59	60	61
GSTO1 counter	-3	0	7	-9	-4	2	-8
PAFAH2 FP inh	-10	2	-8	-2	-1	1	-4
PAD4 FP inh	7	0	-2	6	-3	-5	0
pPAFAH inh	2	1	2	-4	0	14	7
LYPLA1 inh	-5	-2	0	-4	0	4	-2
PAFAH1B2 inh	-7	2	-4	8	0	2	6
PAFAH1B3 FP inh	-4	6	6	-9	1	7	5
PME-1 inh	-17	-8	2	-2	2	2	4
Fam108B inh	-13	2	3	-3	-1	0	-5

# High-throughput results as filed in PubChem.

# This is a subset (hit frequency here may not be typical).
